CTSL1 counter: blocks F. hepatica cathepsin L1 in PFM18AAP counter-screen. recombinant F. hepatica cathepsin L1, Z-Leu-Arg-MCA fluorescence. inhibition, % at 5.96 µM. 300,000 compounds, 0.49% hits;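 active = inhibition above the mean of all tested compounds plus 3 SD, set per screening campaign, cut at about 17% in these data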;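 also: 0% = plate median of test compound wells and 100% = 1 µM Z-Phe-Ala-diazomethylketone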
GASC-1 inh: human JMJD2C demethylase inhibition | 330,000 compounds, 0.069% hits | Q9H3R0 | inhibition, % at 2.35 µM | AID 2099 | GST-JMJD2C(1-420) H3K9me3 demethylation, DELFIA europium;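 active = more than half of a compound's replicate wells show inhibition beyond 50%, single wells judged on their own value; inconclusive = some, but no more than half, of replicates pass 50% inhibition; inactive = no replicate passes 50% inhibition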;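 also: signal counts dimethyl H3K9 product captured on neutravidin plate; 0% = median of DMSO wells and 100% = 0.3 times that DMSO median; strong numbers were not always called active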
procasp3 activ: activates human procaspase-3 | P42574 | recombinant procaspase-3 D3A, Ac-DEVD-pNA absorbance 405 nm | activation, % at 8.5 µM | 330,000 compounds, 0.11% hits;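 active = activation above the mean of all tested compounds plus 3 SD, cut at about 21% in these data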;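 also: 0% = DMSO alone and 100% = DMSO wells spiked with extra 5 µM PC-3 D3A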
Target sequence (P42574 whole entry D9A/D28A/D175A): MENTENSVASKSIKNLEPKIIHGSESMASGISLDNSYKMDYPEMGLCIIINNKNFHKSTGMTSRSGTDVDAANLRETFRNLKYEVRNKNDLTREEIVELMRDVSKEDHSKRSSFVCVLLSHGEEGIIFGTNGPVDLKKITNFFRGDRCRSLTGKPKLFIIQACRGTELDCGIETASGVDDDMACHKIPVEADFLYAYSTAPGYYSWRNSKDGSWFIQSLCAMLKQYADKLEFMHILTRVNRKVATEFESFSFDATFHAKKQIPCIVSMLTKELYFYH
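Assay system: Procaspase-3 D3A mutant, all three cleavage aspartates alanine. Buffer or medium: Zinc-free HEPES saline buffer with Triton X-100. Times: 1 h compound preincubation, 2 h substrate hydrolysis at 25 °C. Measured by: 405 nm absorbance of p-nitroaniline, reads at 0 and 120 min. Read-out basis: percent activation relative to control range. Replicates: singlicate.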
GRK2 aptamer HTS: blocks RNA aptamer binding to human GRK2. AID 488847. 330,000 compounds, 0.59% hits. P25098. inhibition of aptamer binding, % at 10 µM. bead flow cytometry, FAM-aptamer displacement from GRK2;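 active = inhibition of aptamer binding above 40%, roughly 3 SD of noise, on plates passing a quality check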;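 also: median bead fluorescence of bound FAM aptamer so fluorescent compounds give negative values; no value below 0 was filed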
HCV core dimer: blocks dimerization of HCV core protein. TR-FRET GST/Flag-core106 dimerization, 1536-well. inhibition, % at 5 µM. 300,000 compounds, 0.33% hits. AID 1899;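 active = inhibition above the mean of all tested compounds plus 3 SD, set per screening campaign, cut at about 45% in these data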
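System: GST/Flag-tagged HCV core106 proteins. Incubation: compound-protein-antibody incubation 4 h at 22.5 °C. Technique: HTRF with 340 nm excitation, 617/671 nm emission. Medium: KF-containing HEPES buffer, pH 7.45, DTT, CHAPS, BSA. Read-out: inhibition (%) from 671 over 617 nm ratio. Also added: Eu(K)-anti-GST 90 ng/mL plus XL665-anti-Flag 1 µg/mL.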
VLA-4 inh: inhibition in a human VLA-4 binding assay. VLA-4 expressing cells, ligand binding flow cytometry. inhibition, % (about 7 µM as worked out from the volumes in the protocol). 330,000 compounds, 0.2% hits; in the data active = inhibition above about 50%
PP5 inh: blocks human protein phosphatase 5 activity. purified PP5c, OMFP substrate fluorescence. inhibition, % at 6.7 µM. 320,000 compounds, 0.18% hits;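 active = inhibition above the campaign's mean inhibition across all tested compounds plus 3 SD, cut at about 9.5% in these data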;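 also: 0% = DMSO only and 100% = 100 µM cantharidin control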
Target sequence (P53041 whole entry, looked up): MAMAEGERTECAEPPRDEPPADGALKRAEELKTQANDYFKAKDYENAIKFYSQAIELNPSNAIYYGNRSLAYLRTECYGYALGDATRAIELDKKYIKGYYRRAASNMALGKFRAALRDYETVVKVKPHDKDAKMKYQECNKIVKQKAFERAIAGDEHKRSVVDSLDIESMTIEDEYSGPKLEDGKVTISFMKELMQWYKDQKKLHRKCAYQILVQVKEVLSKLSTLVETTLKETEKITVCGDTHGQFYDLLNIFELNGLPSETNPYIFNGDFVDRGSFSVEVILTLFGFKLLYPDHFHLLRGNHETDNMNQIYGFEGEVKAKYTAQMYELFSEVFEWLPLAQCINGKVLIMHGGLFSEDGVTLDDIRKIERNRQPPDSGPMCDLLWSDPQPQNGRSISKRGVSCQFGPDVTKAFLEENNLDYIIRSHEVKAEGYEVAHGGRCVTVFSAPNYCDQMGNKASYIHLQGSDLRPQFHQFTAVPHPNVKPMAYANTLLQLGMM
proCasp7 act: counter-screen: procaspase-7 (human) activation; P55210; recombinant procaspase-7, Ac-DEVD-pNA absorbance 405 nm; D23A/D198A/D206A triple mutant, cannot self-cleave; scale: DMSO 0, 5 µM enzyme 100; activation, % at 8.5 µM; 330,000 compounds, 0.093% hits;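 active = percent activation above the screen-wide mean plus 3 SD, cut at about 25% in these data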
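Test system: Procaspase-7 triple mutant (PC-7 D3A). Also added: Ac-DEVD-pNA substrate, 400 µM as added. Schedule: 1 h enzyme–compound preincubation and 2 h substrate reaction, both 25 °C. Signal: p-Nitroaniline absorbance at 405 nm, read at 0 and 120 min. Control set: low DMSO alone, high DMSO plus 5 µM PC-7.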
PP1 counter: PP1-alpha (human) inhibition in PP5 counter-screen. P62136. purified PP1alpha, OMFP fluorescence. inhibition, % at 6.7 µM. 320,000 compounds, 0.9% hits. AID 2235;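 active = inhibition above the mean inhibition of all tested compounds plus 3 SD, computed separately for each screening campaign, cut at about 15% in these data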
Target sequence (P62136 whole entry, looked up): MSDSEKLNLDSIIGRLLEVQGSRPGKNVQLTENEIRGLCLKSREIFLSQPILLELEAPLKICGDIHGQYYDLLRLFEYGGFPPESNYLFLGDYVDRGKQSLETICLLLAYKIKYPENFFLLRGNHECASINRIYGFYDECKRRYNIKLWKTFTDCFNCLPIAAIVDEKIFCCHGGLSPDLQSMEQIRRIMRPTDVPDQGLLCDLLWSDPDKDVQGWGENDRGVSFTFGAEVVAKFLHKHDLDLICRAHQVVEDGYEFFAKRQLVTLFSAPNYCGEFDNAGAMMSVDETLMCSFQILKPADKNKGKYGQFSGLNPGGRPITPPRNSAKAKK
Active calls of the source: *; i = inactive; ? = inconclusive; / = not tested or not shown; & = joins results of further samples. Rows were taken by chance; any-hit rate near 2.6%.

SMILES	CTSL1 counter	GASC-1 inh	procasp3 activ	GRK2 aptamer HTS	HCV core dimer	VLA-4 inh	PP5 inh	proCasp7 act	PP1 counter
N#Cc1ccc(CSc2nnc(NC(=O)C3CCCO3)s2)cc1 (configuration not stated)	-2	-4	13	0	-5	-3	4.4	-5	2
Cc1cc(C(=O)OCC(=O)NCc2ccccc2)c(C)o1	-1	18	-2	1	-4	-1	-0.6	1	2
C1CCN=C(Nc2nc3c(s2)CCCC3)CC1	-3	?	8	2	1	6	2.2	3	-5
CC(=O)c1cc(C#N)c(NCc2cc(-c3ccccc3)no2)nc1C	-2	1	2	1	0	19	-0.7	1	-4
Cc1ccc(-n2c(=O)[nH]c3c(oc4ccccc43)c2=O)cc1	-6	2	2	3	-2	0	-3.1	-11	1
O=c1c2c([nH]c3ccccc13)C(=C1CCCC1)CC2	3	14	5	9	2	-4	1.7	4	-2
Cn1c(N)c(C(=O)COC(=O)c2cc(S(=O)(=O)N3CCCCC3)ccc2Cl)c(=O)n(C)c1=O	0	-7	1	0	12	-3	5.4	-10	1
CCOc1ccc(S(=O)(=O)Nc2ccccc2C(=O)NCc2ccco2)cc1	0	-28	8	0	14	-5	3.1	1	-1
CN(C)/C=N/c1nc2nccc(-c3cccs3)n2n1	4	-13	-4	0	-1	-11	3.1	-1	0
CCCCC1=CC2=CC(=O)C(C)(OC(=O)CC)C(=O)C2=CN1Cc1ccco1 (configuration not stated)	2	-1	0	6	20	-5	0.8	-2	5
COC(=O)c1cccc(S(=O)(=O)N2CCC(NC(=O)NC34CC5CC(CC(C5)C3)C4)CC2)c1	1	5	1	1	6	4	-0.1	-1	0
Cc1ccc(C)c(NC(=O)CN2C(=O)c3ccccc3C2=O)c1	5	-18	0	0	-10	17	1.6	-2	1
CCc1cccc2c1NC1(CCCC1)CC2C (configuration not stated)	1	13	-1	0	-4	11	2.3	4	-4
CCOC(=O)CC(=O)Nc1nnc(C(C)C)s1	-4	3	-9	1	-3	22	2.9	12	-1
COc1cccc(NC(=O)C2CCN(Cc3cnn(-c4ccccc4)c3-n3cccc3)CC2)c1	-2	8	-10	1	1	i	2.0	11	3
CCc1nc2ccc(C(=O)N(C)CC(=O)Nc3ccc(Cl)c(C(F)(F)F)c3)cc2nc1CC	7	6	-14	0	-10	-7	4.3	0	6
CCC(=NNC(=O)c1ccc2c(c1)nc(C)n2CC)c1cc(F)ccc1O	/	14	-15	0	/	-5	/	-44	/
COc1ccc(OC)c(Nc2nc(-c3c(C)nc4ncccn34)cs2)c1	6	-2	-2	6	-12	4	-6.8	2	1
O=C(CCN1C(=O)COc2ccccc21)N1CCCCC1	-4	-7	9	3	-1	4	0.5	-2	-3
Cc1[nH]nc2c1C(c1ccc(-c3ccccc3C#N)o1)C(C#N)=C(N)O2 (configuration not stated)	8	1	-10	0	3	10	5.0	-14	6
COc1cccc(CNC(=O)COC(=O)c2c(NC(C)=O)sc(C)c2C)c1	/	0	4	1	/	3	/	4	/
CC(C)Cn1c(N)c(C(=O)CSc2nncs2)c(=O)n(C)c1=O	/	9	5	0	/	-21	-2.1	9	-3
CCCc1cc(SCC(=O)Nc2c(C)n(C)n(-c3ccccc3)c2=O)n2c(nc3ccccc32)c1C#N	0	12	-4	0	12	-19	0.3	-2	0
CS(=O)(=O)Nc1ccc(C(=O)N2CCCCC2)cc1	-2	-3	-3	0	-3	-6	0.2	4	1
O=C(N/N=C/c1cccnc1)c1ccccc1Cl	-3	12	-8	0	0	-5	-2.3	-8	-2

4 entries from above, with values under each structure:
The line under a structure holds: CTSL1 counter	GASC-1 inh	procasp3 activ	GRK2 aptamer HTS	HCV core dimer	VLA-4 inh	PP5 inh	proCasp7 act	PP1 counter
- CCc1nc2ccc(C(=O)N(C)CC(=O)Nc3ccc(Cl)c(C(F)(F)F)c3)cc2nc1CC
→ 7	6	-14	0	-10	-7	4.3	0	6
- CCC(=NNC(=O)c1ccc2c(c1)nc(C)n2CC)c1cc(F)ccc1O
→ /	14	-15	0	/	-5	/	-44	/
- COc1ccc(OC)c(Nc2nc(-c3c(C)nc4ncccn34)cs2)c1
→ 6	-2	-2	6	-12	4	-6.8	2	1
- O=C(CCN1C(=O)COc2ccccc21)N1CCCCC1
→ -4	-7	9	3	-1	4	0.5	-2	-3

(next part)
SMILES	CTSL1 counter	GASC-1 inh	procasp3 activ	GRK2 aptamer HTS	HCV core dimer	VLA-4 inh	PP5 inh	proCasp7 act	PP1 counter
Cc1ccc(-n2nc(C(=O)O)cc2-c2ccc(Cl)cc2)cc1	11	-1	0	0	7	11	-1.9	-9	47*
CCOC(=O)c1c(NC(=O)CCC(=O)O)sc2c1CC(C)(C)OC2	-2	-9	7	2	3	1	2.4	11	-2
O=C(N/C(=C\c1ccc2c(c1)OCO2)C(=O)N1CCOCC1)c1cccs1	3	-8	4	1	-3	-1	-0.5	20	-2
CCC(=O)N1CCc2cc(S(=O)(=O)NC(C(=O)N3CCN(c4ccc(F)cc4)CC3)C(C)C)ccc21 (configuration not stated)	5	6	-5	0	1	9	0.6	9	-4
COc1cccc(N(C(=O)CNC(=O)c2ccco2)C(C(=O)NC2CCCC2)c2ccco2)c1 (configuration not stated)	-1	-14	-3	1	-9	7	1.7	-4	-4
CCCn1c(NC(=O)c2ccccc2)nc2ccccc21	2	-18	2	0	6	-8	0.9	-1	-2
O=C(CCC(=O)N1CCN(c2ccc(Cl)c(Cl)c2)CC1)c1ccccc1	2	5	7	0	2	-4	2.3	-15	1
Cc1ccc(NC(=O)CCN2CCC(Cc3ccccc3)CC2)cc1	-4	19	2	0	0	8	0.0	1	1
O=C(NCc1ccc(C(F)(F)F)cc1)C1CC(c2ccccc2C(F)(F)F)=NO1 (configuration not stated)	0	1&-10	9	0	-12	12	5.9	4	4
C[C@@H](NC(=O)[C@@H]1Cc2ccccc2CN1C(=O)OC(C)(C)C)C(=O)NC1CCCCC1	5	14	-8	0	-8	-13	-2.7	-9	-1
CC(C)(C)NC(=O)NC(=O)CN1CCN(S(=O)(=O)c2ccccc2)CC1	-4	-2	-4	0	-4	2	0.7	5	3
COc1ccccc1CCc1nnc(CCC(=O)N(C)Cc2cccc3cnccc23)o1	-1	-3	2	0	8	20	1.6	4	-2
Cc1cc(C)n(CC(C)O)c(=O)c1C#N (configuration not stated)	0	15	-2	0	-5	9	-0.3	2	-4
C=CCn1c(COc2ccc(F)cc2)nnc1SCC(=O)c1c[nH]c2c(CC)cccc12	4	-2	4	1	10	8	0.8	7	12
CN(C)c1ccc(N=c2sc3ccccc3n2C)cc1	4	26	-11	2	-27	12	4.5	-4	-3
COc1ccccc1CNC(=O)COC(=O)Cc1c(F)cccc1Cl	-1	2	3	1	0	-6	-4.3	11	-2
Cn1c(SCC(=O)NC2CC2)nnc1-c1cccs1	-2	-16	6	0	-7	-6	-1.1	-3	-4
CCn1cc(/C=N/NC(=O)c2cc3c(ccc4ccccc43)o2)c2ccccc21	1	-21	-4	1	30	0	3.4	21	-1
Cn1c(O)c(N=NC(=O)c2ccco2)c2ccccc21	1	-12	2	1	-4	10	2.2	-4	1
COC(=O)c1sccc1NC(=O)CSc1cc(Cl)ccc1Cl	-1	2	-6	2	6	-1	2.0	0	2
CNC(=O)c1cc(C)c(-c2ccccc2)s1	-3	-8	-2	1	8	5	3.6	-6	-5
CC(=O)Nc1c(O)nc(SCC(=O)N2CCCCC2)[nH]c1=O	/	-2	-2	0	/	9	1.5	-5	-2
CN1/C(=C\C=C(/C#N)C(=O)Nc2ccccc2F)C(C)(C)c2ccccc21	4	-2	-1	0	3	0	-0.3	-5	-7
COc1ccc(CNS(=O)(=O)c2cn(C)c(=O)n(C)c2=O)cc1	-3	3	-4	0	-3	-5	2.7	-3	-3
COc1ccc(/C=C/C(=O)c2c(C)nc3ccccn23)cc1	0	-3	6	0	3	-5	-0.7	4	-6
New compounds follow:
SMILES	CTSL1 counter	GASC-1 inh	procasp3 activ	GRK2 aptamer HTS	HCV core dimer	VLA-4 inh	PP5 inh	proCasp7 act	PP1 counter
CSc1ccccc1C(=O)N1CCCC(CNC(=O)c2ccc(F)cc2)C1 (configuration not stated)	-1	-16	0	0	0	-83	2.6	2	-5
CCOc1ccc(C2=C/C(=C/c3cccnc3)C(=O)O2)cc1	1	-1	-9	1	13	0	0.3	-13	0
CC(=O)Nc1ccccc1C(=O)C(=O)Nc1ccc(F)c(Cl)c1	2	-3	-2	2	0	-1	-2.2	-2	-3
COc1cccc(C(=O)Nc2nnc(S(=O)(=O)N3CCOCC3)s2)c1	8	10	1	2	-10	-3	1.2	-2	-2
Cc1cccc(C)c1NC(=O)c1sc(N)nc1-c1ccccc1	-2	-8	-3	1	0	5	-2.2	8	-4
COc1ccc(NC(=O)C2CCCN2C(=O)OC(C)(C)C)cc1 (configuration not stated)	-1	-2	2	0	-1	-3	1.3	5	-6
Cn1c(Cn2c(=O)sc3ccccc32)nnc1SCc1ccccc1F	2	-11	5	2	1	12	1.2	10	-3
Cc1ccccc1-c1cc(C(=O)Nc2nc3c(s2)CCCC3)c2ccccc2n1	-2	-3	-1	2	22	-7	7.6	1	10
CCOP(=O)(O)c1cccc(OCCOCCOc2cccc(P(=O)(O)OCC)c2)c1	-1	1	5	3	-2	1	-2.1	1	-2
Cc1cccc(C(=O)N[C@H](C(=O)NCCc2ccc(S(N)(=O)=O)cc2)C(C)C)c1	0	2	-1	0	8	3	1.0	-5	-2
COc1ccc(C(=O)Nc2ccc(-c3nnn(CC(=O)N4CCN(C(=O)c5ccco5)CC4)n3)cc2)cc1	4	-33	1	0	0	12	0.3	-3	0
COc1ccc(C(=O)NCCCSc2ccccc2)cc1F	4	-5	4	0	3	2	-0.3	1	1
Cn1nc(OCC(=O)O)cc1C(F)(F)F	2	2	-7	0	4	12	-0.8	3	-2
O=[N+]([O-])c1cc(Cl)ccc1Nc1ccccc1	0	36	12	0	-1	2	1.4	6	-3
CCCCNC(=S)N(C)/N=C/c1ccccc1C(=O)O	2	-5	-4	0	-6	6	2.1	9	0
Cc1ccc(Nc2nc3c(c(=O)[nH]c(=O)n3C)n2Cc2ccc(F)cc2)cc1	-2	9	4	0	6	7	-0.6	5	0
O=C(N/N=C/c1ccccn1)c1cccs1	-1	-3	-2	3	-3	2	-1.9	-8	-2
COc1ccc(N=C2NN=C(c3c(C)[nH]c4ccccc34)CS2)cc1	3	-4	-15	0	-35	3	2.4	-18	2
O=C(NN1C(=O)/C(=C/C=C/c2ccco2)SC1=S)c1ccccc1O	3	2	-1	39	70*	16	-0.5	-16	33*
CCN(C(=O)CSc1n[nH]c(-c2ccccc2)n1)c1c(N)n(Cc2ccccc2)c(=O)[nH]c1=O	/	3	4	0	/	-16	2.6	1	-7
O=C(O)CCC(=O)N1N=C(c2cccs2)CC1c1cn(-c2ccccc2)nc1-c1ccccc1 (configuration not stated)	10	-8	-22	1	41	-12	-7.8	-75	15
